Screens (PubChem BioAssay)
ASAP1 inh – inhibitors of human ASAP1 ArfGAP activity; Q9ULH1; ASAP1-stimulated ARF1 GTP hydrolysis, GDP FP detection; 0.19% of 360,000 active; inhibition, % at 16.5 µM; in the data active means inhibition above about 25%;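 further: 0% = vehicle with enzyme and substrate and 100% = no enzyme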
KLK7 zymogen act – activators of human kallikrein-7 zymogen. AID 652039. 0.9% of 370,000 active. activation, % at 7 µM. purified proKLK7, EDANS-DABCYL substrate fluorescence; 100% is mature enzyme control, 0% vehicle. P49862;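 active means activation above the mean of all tested compounds plus 3 SD, computed per campaign excluding outliers beyond control limits, cut at about 13% in these data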
ARFGAP1 inhibitor – inhibitors of rat ARFGAP1. Arfgap1-stimulated ARF1 GTP hydrolysis, GDP FP detection. inhibition, % at 16.5 µM. AID 651572. 0.26% of 360,000 active;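 active means inhibition above a per-plate limit, mean inhibition of low control wells plus 3 SD, cut at about 25% in these data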;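 further: 0% = DMSO wells with enzyme and 100% = wells lacking Arfgap1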
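System: truncated rat Arfgap1 GAP domain / Benchmarks: high control wells lacking Arfgap1, low control full reaction with DMSO / Times: compound-enzyme preincubation 20 min, reaction 120 min, detection 60 min, 25 °C / Repeats: one replicate per compound / Also added: human ARF1(Δ1-17)-GTP substrate / Measured by: Tracer-displacement fluorescence polarization with EDTA stop, 620/688 nm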
Tn6 DDE FP – inhibitors of Tn6 peptide binding to human fibrin DD(E); inhibition, % at 8.3 µM; AID 720509; Fibrin DD(E) TRITC-Tn6 fluorescence polarization displacement; P02675; 0.21% of 370,000 active;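 active means inhibition above a per-campaign cutoff: mean of compounds within control limits plus 3 SD, cut at about 15% in these data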;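 further: 0% = median of all compound wells on the plate and 100% = blocking peptide control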
Target sequence (P02675 whole entry, looked up): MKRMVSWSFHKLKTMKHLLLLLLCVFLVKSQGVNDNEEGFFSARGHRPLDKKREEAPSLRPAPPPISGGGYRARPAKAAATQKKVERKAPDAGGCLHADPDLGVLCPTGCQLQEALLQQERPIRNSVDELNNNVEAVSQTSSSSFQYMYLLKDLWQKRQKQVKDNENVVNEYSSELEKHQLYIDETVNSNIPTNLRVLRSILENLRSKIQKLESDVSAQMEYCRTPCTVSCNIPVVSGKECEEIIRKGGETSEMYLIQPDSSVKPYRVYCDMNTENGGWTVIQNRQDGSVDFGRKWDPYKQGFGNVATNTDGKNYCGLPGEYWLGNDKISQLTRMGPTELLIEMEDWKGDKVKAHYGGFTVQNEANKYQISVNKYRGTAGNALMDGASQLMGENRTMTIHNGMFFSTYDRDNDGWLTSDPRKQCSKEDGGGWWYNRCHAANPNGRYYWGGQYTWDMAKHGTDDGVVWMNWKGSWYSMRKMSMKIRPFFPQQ
GAA850 FXN act – increases GAA850 frataxin promoter reporter activity; HEK293 lucGAA850 FXN promoter luciferase reporter, 24 h; percent of 10 µM SAHA response; activation, % at 6 µM; 0.56% of 360,000 active;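 active means activation above the average of all compounds screened plus 3 SD, cutoff fixed separately per campaign, cut at about 7.5% in these data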;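 further: 0% = DMSO wells and 100% = 10 µM SAHA wells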
GC-A act – GC-A (human) enzyme activation; HEK293 GC-A cells, cGMP TR-FRET, EC30 ANP; 0% at EC30 ANP, 100% saturating ANP; activation, % at 10 µM; AID 1671463; 0.14% of 370,000 active; P16066; in the data active means activation above about 40%
ADAM10 inh – inhibitors of human ADAM10; recombinant ADAM10, EDANS/DABCYL FRET peptide cleavage, 3 h; inhibition, % at 7 µM; 0.62% of 370,000 active; O14672;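 active means inhibition above a per-campaign cutoff equal to the mean of compounds falling between control-based bounds plus 3 SD, cut at about 20% in these data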;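 further: 0% = DMSO wells while the 100% control is not disclosed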
GC-B act – GC-B (human) receptor activation. P20594. HEK293-GC-B cells, CNP EC30, cGMP TR-FRET; 0% at EC30 CNP, 100% saturating CNP. activation, % at 10 µM. 0.11% of 370,000 active;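 active means activation at 10 µM reaching about 35% in either raw or pattern-adjusted values, limit read from the data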
HGIII-sPLA2 inh – Blocks human group III sPLA2 activity. inhibition, % at 12.2 µM. AID 743126. QFRET BODIPY PC-A2 liposome hydrolysis, fluorescence. Q9NZ20. 0.56% of 370,000 active;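 active means inhibition above mean plus 3 SD of compounds lying within the high and low control bounds, cut at about 19% in these data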;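 further: 0% = median of test compound wells and 100% = no enzyme DMSO wells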
Target sequence (Q9NZ20 whole entry, looked up): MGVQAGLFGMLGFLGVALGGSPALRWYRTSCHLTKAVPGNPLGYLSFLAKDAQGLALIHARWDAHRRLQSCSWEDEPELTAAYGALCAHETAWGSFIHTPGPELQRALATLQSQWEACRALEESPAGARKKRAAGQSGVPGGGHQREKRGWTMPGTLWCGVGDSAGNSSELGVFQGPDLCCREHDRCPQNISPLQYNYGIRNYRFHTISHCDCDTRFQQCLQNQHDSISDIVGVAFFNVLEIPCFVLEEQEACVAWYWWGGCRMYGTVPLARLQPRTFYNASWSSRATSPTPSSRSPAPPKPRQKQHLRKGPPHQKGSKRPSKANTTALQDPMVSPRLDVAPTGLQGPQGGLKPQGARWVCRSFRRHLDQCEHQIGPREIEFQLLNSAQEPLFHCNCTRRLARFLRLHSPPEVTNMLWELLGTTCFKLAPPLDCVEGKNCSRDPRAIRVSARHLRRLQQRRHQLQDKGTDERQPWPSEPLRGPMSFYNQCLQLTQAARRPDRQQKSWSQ
rCAG binder – molecules binding r(CAG) RNA repeats; r(CAG) RNA repeat, TO-PRO-1 dye displacement fluorescence; inhibition, % at 3 µM; 1.3% of 370,000 active;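 active means inhibition above the plate cutoff, the mean of all test compounds on that plate plus 3 SD, cut at about 35% in these data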;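 further: 0% = DMSO alone and 100% = 100 µM mitoxantrone as full dye displacement; higher means more dye released from RNA so lower well fluorescence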
* marks the source's active call; other numbers are inactive results; nt = not tested or not shown. Random draw from the library; 4.5% or so of the library scored in one or more.

SMILES | ASAP1 inh | KLK7 zymogen act | ARFGAP1 inhibitor | Tn6 DDE FP | GAA850 FXN act | GC-A act | ADAM10 inh | GC-B act | HGIII-sPLA2 inh | rCAG binder
Cc1ccc(NC(=O)CSc2nc(N)cc(N)n2)cc1S(=O)(=O)N1CCOCC1 | -3.6 | -1.4 | -2.0 | -3.9 | 0.7 | 0.1 | 0.8 | -5.2 | -0.3 | 4.0
O=C(NC1CCCC1)C(c1ccccc1)n1c(-c2cccs2)nc2ccccc21 (stereo not drawn) | 2.2 | -0.1 | 0.7 | -5.3 | nt | -22.9 | -203.0 | -21.6 | 12.9 | 0.9
CC12CCC(=O)N1C(C(=O)NNC(=O)c1cccc(Cl)c1)CS2 (stereo not drawn) | 13.3 | -0.1 | 6.0 | 2.3 | -0.6 | 2.5 | -10.2 | 0.1 | 12.0 | 0.4
CCOC(=O)C1(C)CCN1C(=O)c1cccc(Cl)c1 (stereo not drawn) | -5.3 | 0.6 | -9.1 | 5.1 | 0.9 | -5.9 | -16.2 | 1.7 | 15.7 | -0.6
CN1CCN(c2nc3ccccn3c(=O)c2/C=C(\C#N)S(=O)(=O)c2ccccc2)CC1 | 12.7 | 3.0 | 6.5 | -3.4 | 1.6 | 5.1 | -56.2 | -6.0 | -6.8 | -1.9
COC(=O)c1ccc2nc(-c3ccccc3)c(Cc3ccccc3OC)n2c1 | 10.6 | -0.5 | 2.6 | 5.1 | nt | 1.7 | -12.6 | 1.5 | -6.8 | 14.9
CCOc1ccccc1N(CC(=O)NCc1ccc(OC)cc1)S(C)(=O)=O | -7.6 | -0.1 | 12.2 | -7.6 | 0.6 | -0.6 | 8.1 | 0.8 | 1.1 | -7.8
CCCN1C(=O)C(O)(C2CC(=O)CC(C)(C)O2)c2ccccc21 (stereo not drawn) | 0.2 | 0.1 | -2.6 | 0.0 | -1.7 | 6.6 | 3.8 | -8.4 | 3.1 | -3.7
O=C(c1cccs1)N(CC1CCCO1)c1nc(-c2ccccc2)cs1 (stereo not drawn) | -3.4 | -0.7 | 2.2 | -1.4 | -4.8 | 1.4 | 4.9 | -3.5 | -1.4 | -2.3
O=C(O)c1cccc(-n2c(/C=C/c3ccccc3)nc3ccccc3c2=O)c1 | -3.6 | -0.5 | 5.7 | 2.1 | -1.9 | -7.5 | 4.1 | -9.2 | -14.6 | 30.3
O=C(NCCN1CCCCC1)c1ccc(=O)oc1 | 5.0 | -1.3 | 6.5 | -4.9 | -0.1 | -4.9 | -236.6 | -0.4 | 6.8 | 0.8
Nc1nc(-c2ccccn2)nc(N)c1Cc1ccc(Cl)cc1Cl | -4.6 | -0.3 | 10.6 | -2.5 | 0.0 | -4.4 | -45.8 | 1.4 | 12.9 | -4.2
CCOc1cc(-c2noc(CCCC(N)=O)n2)cc(Br)c1OC | -9.8 | 0.3 | -6.6 | -1.9 | 2.0 | -2.8 | 0.2 | -6.2 | 3.0 | 0.6
COc1ccc(OC)c(CN2CCN(C(=O)CNC(=O)c3ccccc3F)CC2)c1 | -4.5 | 0.7 | 3.2 | -0.8 | -0.3 | -0.3 | 0.8 | 0.3 | -2.2 | -2.0
Nc1nc(NCc2ccco2)nc(N2CCCCCC2)c1[N+](=O)[O-] | -0.3 | -0.4 | -4.8 | 2.6 | 4.3 | -1.1 | 10.8 | -1.8 | -19.8 | -1.0
C=C(C)CC(Nc1ccc(OC)cc1)c1ccco1 (stereo not drawn) | -0.4 | 0.1 | -0.4 | 6.2 | 0.6 | 1.8 | 4.1 | -2.1 | 1.6 | -2.0
CCCc1cc(=O)oc2cc(OCC(=O)N3CC[C@@]4(O)CCCC[C@H]4C3)ccc12 | -2.5 | 1.0 | -10.4 | 0.9 | -1.4 | 0.5 | -207.3 | 4.3 | -4.1 | -4.4
Cc1nn(Cc2ccccc2)c(C)c1NC(=O)CSc1nc2c(c(C(F)(F)F)n1)CCc1ccccc1-2 | -7.9 | -0.4 | -1.1 | 4.7 | 0.5 | -0.5 | 1.1 | 1.6 | -6.6 | 2.0
O=C(CSc1nnc(CCc2ccccc2)n1-c1ccc(Cl)cc1)NCc1ccccc1 | 3.0 | -0.3 | -10.7 | -1.2 | -3.0 | -27.8 | 2.9 | -17.6 | -24.8 | -3.4
COc1ccc(S(=O)(=O)Nc2cc3c4c(c2)CC(=O)N4CCC3)cc1 | -6.8 | -0.6 | 3.4 | -0.3 | -0.4 | -1.5 | -4.5 | -6.0 | 1.3 | 6.9
COc1cc2c(cc1OC)C(c1ccccc1O)NCC2 (stereo not drawn) | 2.8 | 1.1 | 7.1 | -0.7 | 0.7 | -17.9 | -0.2 | -10.1 | 0.3 | 4.7
COc1cccc(NC(=O)COc2ccccc2C(N)=O)c1 | -8.4 | -0.6 | -5.3 | 5.7 | 5.1 | -4.1 | -15.7 | -10.2 | 3.5 | 3.4
C[C@@H]1CN([C@@H](C)CO)C(=O)c2cc(Br)cnc2O[C@H]1CN(C)Cc1ccc(-c2ccccc2)cc1 | -2.6 | 0.4 | -5.9 | -9.0 | -0.7 | -3.4 | -3.8 | -0.7 | -4.1 | 2.1
CN(C)CCCNC(=O)c1ccccn1 | -0.4 | -0.5 | -1.7 | -0.3 | -0.1 | 2.1 | 7.5 | 9.6 | 1.2 | 3.5
O=C(CCl)Nc1cccc2ncccc12 | -3.4 | 0.3 | -1.4 | 3.1 | 2.2 | -0.5 | 1.4 | 0.2 | -1.7 | 9.4
O=C1c2cnc3nc(SCc4ccc(Cl)cc4)nn3c2CC2c3ccccc3CCN12 (stereo not drawn) | 3.2 | -0.1 | -0.4 | -0.1 | 0.1 | -3.5 | -34.7 | -4.2 | -3.5 | 1.2
O=C(CSc1nccn1-c1cccc(Cl)c1)NO | 16.2 | -0.1 | -6.0 | 3.5 | 0.8 | -3.1 | -2.7 | -5.7 | 9.2 | 14.4
CCOC(=O)C1=CCN(S(=O)(=O)c2ccccc2Cl)C1c1cccc(Cl)c1 (stereo not drawn) | -15.0 | 0.4 | 10.4 | 7.4 | nt | -4.6 | 4.7 | -3.2 | -3.0 | 6.5
CCCCN1C(=O)C(=O)NC[C@H]1Cc1cccc2ccccc12 | 2.5 | 0.1 | -0.1 | -7.0 | nt | -4.8 | -1.3 | -10.3 | 2.7 | 4.0
CCOC(=O)[C@@H]1CSCCS(=O)(=O)N1Cc1ccccc1Br | -0.3 | -0.4 | 1.3 | 12.8 | -1.1 | 0.9 | 0.5 | 3.7 | -2.7 | -0.1
CC1(C)Oc2ccc3ccc(=O)oc3c2-c2cn[nH]c21 | 1.3 | 0.9 | 3.5 | -1.4 | 2.6 | -1.6 | -8.6 | -14.4 | 3.6 | 1.3
O=C(Nc1ccccc1O)c1cc(S(=O)(=O)N2CCOCC2)c(Cl)cc1Cl | -2.2 | -0.1 | -10.0 | 3.0 | -3.3 | 4.5 | 6.3 | 5.3 | -36.4 | 3.2
Cc1cc(OC(=O)c2ccc(S(=O)(=O)N3CCCCC3)cc2)c([N+](=O)[O-])c(=O)[nH]1 | 3.3 | 0.1 | 4.3 | -5.2 | 0.1 | -0.9 | 0.1 | -3.7 | 3.5 | 3.0
O=C(COC(=O)/C=C/c1cccc([N+](=O)[O-])c1)NCc1ccco1 | 5.8 | -0.2 | 9.0 | -2.1 | 1.1 | -0.8 | -4.1 | -5.6 | 7.2 | 6.4
C=CCNc1nc(Cl)nc(Nc2ccc(OCC)cc2)n1 | 7.8 | 0.0 | 10.8 | 1.6 | 3.6 | 7.2 | -3.0 | 2.8 | 4.8 | 1.2
CCNC(=O)NC(=O)c1csc([N+](=O)[O-])c1 | 1.1 | -0.3 | -3.8 | -0.4 | -1.4 | -1.2 | -4.4 | 2.1 | -4.2 | -3.0
COc1ccc(N(Cc2ccc(N(C)C)cc2)C(=O)c2ccc(S(C)(=O)=O)cc2)cc1 | 15.5 | 0.5 | -8.2 | 0.4 | -2.4 | -4.1 | 0.4 | -2.3 | -1.0 | -3.9
COC(=O)/C(=C\c1cccnc1)NC(=O)c1ccc(OCc2ccccc2)cc1 | -2.9 | 0.5 | -8.2 | -3.3 | 1.2 | 4.9 | 1.2 | 0.2 | 3.6 | -2.8
Cc1ccc(SCc2nc3ccccc3n2CC(=O)Nc2ccccc2)cc1 | 11.4 | -0.8 | -0.7 | -0.8 | -1.7 | -5.8 | 6.9 | -9.3 | -28.6 | 5.4
CCc1noc(C)c1C(=O)N(CCOC)c1c(N)n(CC(C)C)c(=O)[nH]c1=O | 2.7 | 0.1 | -12.6 | -1.9 | -1.2 | 2.1 | -8.2 | 3.3 | -0.6 | -1.5
CCn1c(SCC(=O)Nc2ccc3c(c2)OCO3)nnc1C(C)C | -6.4 | 0.2 | 19.3 | -2.3 | 0.0 | 3.5 | -9.4 | -6.3 | 10.9 | 0.0
O=C(Nc1ccncc1)C1CC1c1ccccc1 (stereo not drawn) | 13.1 | -0.5 | 1.9 | 9.0 | 0.5 | -5.1 | 0.7 | 0.5 | -1.0 | 2.6
Nc1nonc1-n1nnc(C(=O)N/N=C/c2cccc(Cl)c2Cl)c1CN1CCCC1 | 8.7 | 0.7 | 20.2 | -0.2 | 0.1 | -7.6 | -7.2 | -3.3 | 4.7 | 4.0
CC(=O)c1cccc(OCc2cc(C(=O)N3CC4C[C@@H]5CC3C[C@H](C4)C5)no2)c1 | -0.8 | 0.7 | -4.9 | 0.9 | 1.1 | 2.3 | -3.9 | -6.9 | -12.6 | -5.3
COc1ccc(NC(=O)C2CC(=O)n3c(nc4ccccc43)N2)cc1 (stereo not drawn) | -3.1 | -0.5 | -4.0 | 0.1 | -0.7 | -2.9 | -0.6 | 5.1 | -1.2 | -0.8
CC(C)NC(=O)c1ccccc1NC(=O)/C=C/c1cccc([N+](=O)[O-])c1 | 10.1 | -0.3 | 7.0 | -2.9 | -0.5 | 10.7 | -10.1 | 0.6 | 23.1* | -1.1

5 of the entries above in order of their number in GC-A act, largest number first:
| Compound | GC-A act |
| --- | --- |
| CC(C)NC(=O)c1ccccc1NC(=O)/C=C/c1cccc([N+](=O)[O-])c1 | 10.7 |
| CC(=O)c1cccc(OCc2cc(C(=O)N3CC4C[C@@H]5CC3C[C@H](C4)C5)no2)c1 | 2.3 |
| COc1ccc(NC(=O)C2CC(=O)n3c(nc4ccccc43)N2)cc1 (stereo not drawn) | -2.9 |
| O=C(Nc1ccncc1)C1CC1c1ccccc1 (stereo not drawn) | -5.1 |
| Nc1nonc1-n1nnc(C(=O)N/N=C/c2cccc(Cl)c2Cl)c1CN1CCCC1 | -7.6 |

Records listed above marked active in HGIII-sPLA2 inh:
| compound | ASAP1 inh | KLK7 zymogen act | ARFGAP1 inhibitor | Tn6 DDE FP | GC-A act | ADAM10 inh | GC-B act | HGIII-sPLA2 inh |
| --- | --- | --- | --- | --- | --- | --- | --- | --- |
| CC(C)NC(=O)c1ccccc1NC(=O)/C=C/c1cccc([N+](=O)[O-])c1 | 10.1 | -0.3 | 7.0 | -2.9 | 10.7 | -10.1 | 0.6 | 23.1* |
